High-throughput results as filed in PubChem.
TRHR enhancer: TRH receptor (human) allosteric enhancement | TRHR cells, fluo-8 calcium fluorescence, EC20 TRH enhancement | enhancement, % at 2 µM | 360,000 tested, 0.66% active | AID 493056 | P34981; in the data active means enhancement above about 30%; further: 0% is about no effect
Target sequence (P34981 whole entry, looked up): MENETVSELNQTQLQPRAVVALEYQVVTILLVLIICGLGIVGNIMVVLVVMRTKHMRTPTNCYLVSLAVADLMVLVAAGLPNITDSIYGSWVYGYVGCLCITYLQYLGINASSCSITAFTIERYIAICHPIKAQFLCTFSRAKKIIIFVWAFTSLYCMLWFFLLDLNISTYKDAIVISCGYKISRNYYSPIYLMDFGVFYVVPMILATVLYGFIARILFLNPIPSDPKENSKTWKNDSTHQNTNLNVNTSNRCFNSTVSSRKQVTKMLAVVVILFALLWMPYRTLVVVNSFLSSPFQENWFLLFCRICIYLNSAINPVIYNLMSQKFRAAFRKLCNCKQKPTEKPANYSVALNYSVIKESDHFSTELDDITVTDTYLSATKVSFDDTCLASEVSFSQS
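Enhancer read-out: after compound pinning and an initial kinetic agonist-mode read, an EC20 of TRH (10 nM final) was injected and fluo-8 calcium signal (Ex 480/Em 530) followed at 1 s/cycle for 100 cycles in TRHR-expressing cells.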
D1 ag: activates the human D1 dopamine receptor; P21728; activation, % at 2 µM; 360,000 tested, 1% active; HEK293 T-REx D1 cells, calcium flux, agonist mode; further: 0% is about no effect
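Agonism was scored from calcium flux recorded over 180 s (1 read/s) after pintool compound addition, following a 10-cycle baseline. Cells were inducible force-coupled HEK293 TREx D1, plated overnight at 30 C and loaded with no-wash calcium dye.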
RXFP1 antag: blocks the human relaxin receptor RXFP1 | HEK293-RXFP1, relaxin-stimulated cAMP HTRF, 30 min; stronger effect = lower value | activity change, negative = inhibition, % at 57.5 µM | 350,000 tested, 0.59% active | AID 1259400;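 active means activity change of -60% or lower, but not beyond a set lower limit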; further: on the % scale 0 is the no-effect control and ±100 the full control effect
D2 agonist: agonists of human D2 dopamine receptor; P14416; HEK293 T-REx D2 cells, calcium flux agonist mode; activation, % at 2 µM; 340,000 tested, 0.53% active;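 active means activation over 3 SD above normal in the single-dose calcium agonist read, cut at about 30% in these data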; further: 0% is about no effect
Target sequence (P14416 whole entry, looked up): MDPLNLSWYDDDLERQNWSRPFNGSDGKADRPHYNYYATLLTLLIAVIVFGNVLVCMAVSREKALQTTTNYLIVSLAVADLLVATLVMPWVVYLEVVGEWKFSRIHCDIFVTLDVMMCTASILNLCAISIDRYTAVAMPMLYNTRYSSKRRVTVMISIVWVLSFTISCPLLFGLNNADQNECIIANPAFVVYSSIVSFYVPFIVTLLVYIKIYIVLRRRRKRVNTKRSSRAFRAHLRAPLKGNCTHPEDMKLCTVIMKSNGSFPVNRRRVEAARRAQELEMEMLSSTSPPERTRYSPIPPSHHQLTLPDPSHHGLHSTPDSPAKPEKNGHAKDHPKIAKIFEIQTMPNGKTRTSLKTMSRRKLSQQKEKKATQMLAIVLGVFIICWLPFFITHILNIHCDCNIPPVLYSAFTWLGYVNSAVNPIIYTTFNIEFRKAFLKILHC
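Tetracycline-induced HEK293 T-REx cells with force-coupled D2 receptor, plated overnight at 30 C, loaded with no-wash calcium dye. After a 10 s baseline, compound was pin-added and calcium flux read kinetically for 180 s; calcium rises flagged agonists.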
D1 antag: human D1 dopamine receptor antagonism; P21728; HEK293 TREx D1 cells, calcium flux, dopamine EC80; stronger effect = lower value; activity change, negative = inhibition, % at 10 µM; 360,000 tested, 3.2% active; AID 504652; in the data active means activity change below about -30%; further: on the % scale 0 is the no-effect control and ±100 the full control effect
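HEK293 T-REx cells expressing inducible, force-coupled D1 receptor; no-wash Ca dye, 30–90 min RT. Cmpd → 180 s read at 1 Hz → EC80 DA → 180 s read.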
D1 potentiator: enhances dopamine response at the human D1 receptor. P21728. HEK293 TREx D1 cells, calcium flux, dopamine EC20 potentiation. potentiation, % at 10 µM. 360,000 tested, 0.036% active; in the data active means potentiation above about 30%; further: 0% is about no effect
TRHR agonist: TRH receptor (human) agonism; AID 493084; 360,000 tested, 0.18% active; activation, % at 2 µM; TRHR cells, calcium flux fluo-8, FDSS agonist mode; P34981; further: 0% is about no effect
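In this calcium-flux screen, cells bearing human TRHR are dye-loaded with fluo-8, baselined for 10 cycles, then exposed to library compounds; positive kinetic calcium responses during the agonist phase mark hits, with TRH as control.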
D2 potentiator: positively modulates the human D2 dopamine receptor allosterically; HEK293 T-REx D2, calcium flux, EC20 dopamine potentiation; potentiation, % at 10 µM; 340,000 tested, 0.34% active;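 active means potentiation over 3 SD above the plate norm, cut at about 30% in these data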; further: 0% is about no effect
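Potentiation of an EC20 dopamine calcium response is measured in a force-coupled, tetracycline-inducible Hek293 Trex D2 line. Compound-only kinetic reads over 180 s flag agonists before dopamine addition.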
D2 antagonist: antagonists of human D2 dopamine receptor. P14416. HEK293 TREx D2 cells, calcium flux, dopamine EC80. inhibition, % at 10 µM. 340,000 tested, 2% active. AID 485344; in the data active means inhibition above about 30%; further: 0% is about no effect
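Calcium mobilization kinetics were recorded at 1 s intervals in tetracycline-induced HEK293 T-REx D2 cells, first for 180 s after compound addition and then 180 s after EC80 dopamine.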
An asterisk follows results filed as active. Unless noted, no stated cut-off is given here; in the data, active means activation above about 30%; inactive means the rest.

How did COC(=O)c1ccccc1NC(=O)CN1C(=O)c2ccccc2S1(=O)=O do in these assays?
TRHR enhancer: 2; D1 ag: 1; RXFP1 antag: 3; D1 antag: -3; D1 potentiator: -15; TRHR agonist: -0.8

How did O=C(CCN1CCc2ccccc2C1)Nc1ccccc1 do in these assays?
TRHR enhancer: -2; D1 ag: 2; RXFP1 antag: -1; D2 agonist: -0.2; D1 antag: 9; D1 potentiator: -2; TRHR agonist: 0.2; D2 potentiator: -24; D2 antagonist: 57*

What do the screens show for `CCOC(=O)c1sc(SC)nc1N`?
TRHR enhancer: -6; D1 ag: 0; RXFP1 antag: 7; D2 agonist: 1.3; D1 antag: -3; D1 potentiator: -3; TRHR agonist: -0.5; D2 potentiator: 3; D2 antagonist: -25

Results for CCOC(=O)CN(C(=O)CSc1nnc(CNc2ccc(C)cc2C)o1)c1ccccc1 ?
TRHR enhancer: -3; D1 ag: 0; RXFP1 antag: 4; D2 agonist: -0.3; D1 antag: 1; D1 potentiator: -1; TRHR agonist: -0.4; D2 potentiator: -3; D2 antagonist: -2

How did Cc1ccc(C(=O)NCCNC(=O)c2cccnc2)cc1 do in these assays?
TRHR enhancer: 13; D1 ag: 0; RXFP1 antag: 7; D2 agonist: -0.7; D1 antag: -1; D1 potentiator: 0; TRHR agonist: 0.3; D2 potentiator: -13; D2 antagonist: 4

Results for O=C(CSc1nnc(C2CC2)n1C1CC1)c1cc(F)ccc1F ?
TRHR enhancer: -5; D1 ag: 1; RXFP1 antag: -37; D2 agonist: -0.7; D1 antag: -1; D1 potentiator: 3; TRHR agonist: 0.4; D2 potentiator: 4; D2 antagonist: 0

What do the screens show for `COc1ccc(NC(=O)CCC(=O)OCc2ccc(C(=O)Oc3ccc(Cl)cc3)cc2)cc1`?
TRHR enhancer: 0; D1 ag: 3; RXFP1 antag: -4; D2 agonist: 0.3; D1 antag: -31*; D1 potentiator: -6; TRHR agonist: 1.4; D2 potentiator: 7; D2 antagonist: 20

How did c1ccc2c(c1)NC1(CCCCC1)n1c-2nc2ccccc21 do in these assays?
TRHR enhancer: -5; D1 ag: 2; RXFP1 antag: 19; D2 agonist: -0.1; D1 antag: -3; D1 potentiator: 1; TRHR agonist: -0.5; D2 potentiator: 3; D2 antagonist: -2

Results for Cc1ccccc1C(=O)NC1CC2CCCC(C1)N2Cc1ccc(Cl)cc1 (centres undefined) ?
TRHR enhancer: -1; D1 ag: 1; RXFP1 antag: 3; D2 agonist: 0.7; D1 antag: -73*; D1 potentiator: -9; TRHR agonist: 0.5; D2 potentiator: -23; D2 antagonist: 76*

How did CNC(=O)CSc1cnc2ccccc2n1 do in these assays?
TRHR enhancer: -4; D1 ag: 5; RXFP1 antag: -18; D2 agonist: 0.8; D1 antag: 1; D1 potentiator: -5; TRHR agonist: -0.6; D2 potentiator: -4; D2 antagonist: -6

The closing 2 compounds of the part before are carried over, then new ones follow:
Results for Cc1ccccc1C(=O)NC1CC2CCCC(C1)N2Cc1ccc(Cl)cc1 (centres undefined) ?
TRHR enhancer: -1; D1 ag: 1; RXFP1 antag: 3; D2 agonist: 0.7; D1 antag: -73*; D1 potentiator: -9; TRHR agonist: 0.5; D2 potentiator: -23; D2 antagonist: 76*

How did CNC(=O)CSc1cnc2ccccc2n1 do in these assays?
TRHR enhancer: -4; D1 ag: 5; RXFP1 antag: -18; D2 agonist: 0.8; D1 antag: 1; D1 potentiator: -5; TRHR agonist: -0.6; D2 potentiator: -4; D2 antagonist: -6

Results for COc1ccc(Cl)cc1NC(=O)Cn1nnc(C(=O)NCCc2ccc(OC)c(OC)c2)c1N ?
TRHR enhancer: -4; D1 ag: 1; RXFP1 antag: 3; D2 agonist: -0.3; D1 antag: 32; D1 potentiator: -2; TRHR agonist: -0.4; D2 potentiator: -15; D2 antagonist: -10

What do the screens show for `CC1(C)CC(=O)C(C=NCCN2CCN(C3CC(=O)N(c4ccc(Br)cc4)C3=O)CC2)=C(O)C1` (centres undefined)?
TRHR enhancer: 8; D1 ag: 2; RXFP1 antag: -10; D2 agonist: -0.5; D1 antag: 7; D1 potentiator: -1; TRHR agonist: -1.1; D2 potentiator: 6; D2 antagonist: -4

Results for O=C(/C=C/c1cccs1)NC1CCS(=O)(=O)C1 (centres undefined) ?
TRHR enhancer: 0; D1 ag: 1; RXFP1 antag: 3; D2 agonist: 32*; D1 antag: 0; D1 potentiator: -2; TRHR agonist: -1.1; D2 potentiator: -8; D2 antagonist: -9

What do the screens show for `CC(Sc1n[nH]c(N)n1)C(=O)C12CC3CC(CC(C3)C1)C2` (centres undefined)?
TRHR enhancer: 2; D1 ag: -1; RXFP1 antag: 2; D2 agonist: -0.7; D1 antag: 15; D1 potentiator: 1; TRHR agonist: 0.4; D2 potentiator: 0; D2 antagonist: 0

Results for O=C(c1n[nH]c2ccccc12)N1CCOCC1 ?
TRHR enhancer: -24; D1 ag: -1; RXFP1 antag: -6; D2 agonist: 1.5; D1 potentiator: -8; TRHR agonist: 0.2; D2 potentiator: -12; D2 antagonist: 39*

How did O=C(Nc1ccc2c(c1)CCC2)c1ccc(F)c(S(=O)(=O)N2CCOCC2)c1 do in these assays?
TRHR enhancer: 2; D1 ag: 11; D2 agonist: 0.3; D1 antag: -13; D1 potentiator: -3; TRHR agonist: -0.1; D2 potentiator: 15; D2 antagonist: 3

How did CC(=O)Nc1ccc(NC(=O)c2c([N+](=O)[O-])c(C(C)(C)C)nn2C)cc1 do in these assays?
TRHR enhancer: 8; D1 ag: 4; RXFP1 antag: -4; D2 agonist: 0.0; D1 antag: 16; D1 potentiator: -3; TRHR agonist: 0.3; D2 potentiator: 7; D2 antagonist: 0

What do the screens show for `Cc1c(C(=O)Nc2ccncc2)oc2ccccc12`?
TRHR enhancer: -7; D1 ag: 6; RXFP1 antag: 3; D2 agonist: 0.5; D1 antag: 7; D1 potentiator: -2; TRHR agonist: -0.3; D2 potentiator: 20; D2 antagonist: 0

What do the screens show for `Cc1ccc(NC(=O)CC(=O)Nc2ccc(C)cc2C)c(C)c1`?
TRHR enhancer: 4; D1 ag: 1; RXFP1 antag: -15; D2 agonist: -0.2; D1 antag: -5; D1 potentiator: -9; TRHR agonist: -0.2; D2 potentiator: 3; D2 antagonist: 17

What do the screens show for `O=C(Nc1cc(Cl)ccc1-n1cncn1)c1ccc(Br)o1`?
TRHR enhancer: 3; D1 ag: 1; RXFP1 antag: 9; D2 agonist: 0.3; D1 antag: 8; D1 potentiator: -1; TRHR agonist: -0.2; D2 potentiator: 6; D2 antagonist: -4

What do the screens show for `Cc1cc(NC(=O)C2CCCCC2)ncc1NC(=O)c1ccccn1`?
TRHR enhancer: 0; D1 ag: 1; RXFP1 antag: -10; D2 agonist: 0.5; D1 antag: -7; D1 potentiator: -1; TRHR agonist: 0.3; D2 potentiator: 0; D2 antagonist: 14

Results for O=C(NC(CC(=O)N1CCN(c2ccccc2O)CC1)c1ccccc1)c1ccccc1Cl (centres undefined) ?
TRHR enhancer: -2; D1 ag: 3; RXFP1 antag: 11; D2 agonist: 1.6; D1 antag: 9; TRHR agonist: 0.0; D2 potentiator: -21; D2 antagonist: 20

How did COCCNC(=O)C(c1ccc(C)cc1)N(CCOC)C(=O)CCC(=O)Nc1ccccn1 (centres undefined) do in these assays?
TRHR enhancer: -1; D1 ag: 4; RXFP1 antag: -3; D2 agonist: -2.7; D1 antag: 38; D1 potentiator: -8; TRHR agonist: -1.1; D2 antagonist: 5

How did CNC(=S)NC1CC2CCCC(C1)N2Cc1ccccc1OC (centres undefined) do in these assays?
TRHR enhancer: 1; D1 ag: 3; RXFP1 antag: -6; D2 agonist: 0.7; D1 antag: -1; D1 potentiator: -3; TRHR agonist: 0.6; D2 potentiator: -8; D2 antagonist: 0

What do the screens show for `COc1cc(-c2nnc(CSc3nnc4nc(C)cc(C)n34)o2)cc(OC)c1OC`?
TRHR enhancer: -3; D1 ag: 4; RXFP1 antag: 5; D2 agonist: -1.2; D1 antag: -13; D1 potentiator: -6; TRHR agonist: -0.1; D2 potentiator: -1; D2 antagonist: 1

What do the screens show for `O=C(COc1ccccc1)N1CCN(c2nnc(-c3ccccc3)c3ccccc23)CC1`?
TRHR enhancer: -3; D1 ag: 0; RXFP1 antag: 28; D2 agonist: 1.3; D1 antag: 15; D1 potentiator: -1; TRHR agonist: -2.4; D2 potentiator: -2; D2 antagonist: -5

How did Cc1cc(C(=O)Nc2ccc(Br)cc2)c2ccccc2n1 do in these assays?
TRHR enhancer: 2; D1 ag: 17; RXFP1 antag: 5; D2 agonist: -0.5; D1 antag: 8; D1 potentiator: -5; TRHR agonist: 0.6; D2 potentiator: 11; D2 antagonist: 3

What do the screens show for `CN(C)c1ccc(/C(=N\O)c2ccccc2)cc1`?
TRHR enhancer: 15; D1 ag: 1; RXFP1 antag: 1; D2 agonist: -0.8; D1 antag: -6; D1 potentiator: -2; TRHR agonist: -2.8; D2 potentiator: 11; D2 antagonist: -18

What do the screens show for `COc1ccc(C)cc1NC(=O)Cn1c(=O)oc2cc(S(=O)(=O)NCc3ccccc3)ccc21`?
TRHR enhancer: 0; D1 ag: 2; RXFP1 antag: -5; D2 agonist: -0.2; D1 antag: -3; D1 potentiator: -6; TRHR agonist: -0.6; D2 potentiator: -3

What do the screens show for `COC(=O)c1nc2cc3c(cc2c(C)c1C(=O)OC)OCO3`?
TRHR enhancer: -6; D1 ag: 2; RXFP1 antag: -7; D2 agonist: 0.5; D1 antag: 10; D1 potentiator: -5; TRHR agonist: -0.5; D2 potentiator: 4; D2 antagonist: 4

Not a retest: an excerpt of the list.
What do the screens show for `Cc1cc(NC(=O)C2CCCCC2)ncc1NC(=O)c1ccccn1`?
TRHR enhancer: 0; D1 ag: 1; RXFP1 antag: -10; D2 agonist: 0.5; D1 antag: -7; D1 potentiator: -1; TRHR agonist: 0.3; D2 potentiator: 0; D2 antagonist: 14

Results for O=C(NC(CC(=O)N1CCN(c2ccccc2O)CC1)c1ccccc1)c1ccccc1Cl (centres undefined) ?
TRHR enhancer: -2; D1 ag: 3; RXFP1 antag: 11; D2 agonist: 1.6; D1 antag: 9; TRHR agonist: 0.0; D2 potentiator: -21; D2 antagonist: 20

Additional structures follow.
Results for COC(=O)c1sc(S(=O)(=O)NC(Cc2ccccc2)C(=O)O)c(C(=O)OC)c1C (centres undefined) ?
TRHR enhancer: 6; D1 ag: 3; RXFP1 antag: 1; D2 agonist: -1.4; D1 antag: -13; D1 potentiator: 1; TRHR agonist: 1.4; D2 potentiator: -1; D2 antagonist: 3

How did CCCCN(CC)S(=O)(=O)c1ccc(C(=O)Nc2nnc(-c3ccccc3Cl)o2)cc1 do in these assays?
TRHR enhancer: -7; D1 ag: 16; D2 agonist: 10; D1 antag: 3; D1 potentiator: -5; TRHR agonist: 3.6; D2 potentiator: -12; D2 antagonist: 1

How did C=CC(=O)NC(C)(C)CCN1CCOCC1 do in these assays?
TRHR enhancer: 2; D1 ag: 1; RXFP1 antag: -10; D2 agonist: 0.4; D1 antag: -7; D1 potentiator: 2; TRHR agonist: 0.2; D2 potentiator: 0; D2 antagonist: 8

How did C=C(C)c1cccc(C(C)(C)NC(=O)Nn2cnnc2)c1 do in these assays?
TRHR enhancer: 4; D1 ag: 1; RXFP1 antag: -7; D2 agonist: 0.0; D1 antag: -15; D1 potentiator: 2; TRHR agonist: 0.6; D2 potentiator: -1; D2 antagonist: 12
